Assay outcomes from PubChem.
KCNQ2 inh: KCNQ2 channel blockers in CHO-K1 cells – cell-based, FluxOR thallium flux, B-score, primary screen (AID 2156). 20 min; active compounds read low. B-score at 10 µM. hit rate 1.1% among 310,000. O88943;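 active means fluorescence ratio B-score at most minus 3 library SDs, with starting brightness B-score within 2 library SDs, cut at about -5.5 in these data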
Target sequence (O88943 whole entry, looked up): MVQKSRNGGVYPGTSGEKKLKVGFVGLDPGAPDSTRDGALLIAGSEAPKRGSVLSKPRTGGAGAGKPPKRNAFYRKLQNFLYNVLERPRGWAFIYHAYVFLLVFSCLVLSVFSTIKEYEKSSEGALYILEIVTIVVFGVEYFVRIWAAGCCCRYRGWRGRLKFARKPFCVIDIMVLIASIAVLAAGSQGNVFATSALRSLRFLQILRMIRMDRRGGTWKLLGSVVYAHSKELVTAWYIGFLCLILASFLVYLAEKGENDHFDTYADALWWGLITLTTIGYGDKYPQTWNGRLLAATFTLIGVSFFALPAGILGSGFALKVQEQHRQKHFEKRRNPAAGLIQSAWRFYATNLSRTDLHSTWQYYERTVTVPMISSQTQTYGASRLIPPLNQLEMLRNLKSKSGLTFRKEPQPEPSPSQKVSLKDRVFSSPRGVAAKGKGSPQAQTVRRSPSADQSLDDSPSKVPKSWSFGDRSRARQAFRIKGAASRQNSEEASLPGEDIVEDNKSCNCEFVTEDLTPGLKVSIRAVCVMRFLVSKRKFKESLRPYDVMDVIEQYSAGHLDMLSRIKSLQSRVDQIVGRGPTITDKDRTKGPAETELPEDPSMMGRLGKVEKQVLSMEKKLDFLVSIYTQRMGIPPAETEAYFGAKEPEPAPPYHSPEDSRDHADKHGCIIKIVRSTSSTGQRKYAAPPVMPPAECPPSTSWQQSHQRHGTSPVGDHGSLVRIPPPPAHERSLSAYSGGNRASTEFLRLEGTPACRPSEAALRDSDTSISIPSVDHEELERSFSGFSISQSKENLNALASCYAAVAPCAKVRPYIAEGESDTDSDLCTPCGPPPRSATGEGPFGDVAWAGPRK
CHT block: inhibitors of human choline transporter CHT | Q9GZV3 | CHT-expressing cells, membrane potential dye, choline response; active compounds read low | B-score at 10 µM | hit rate 0.86% among 310,000 | AID 488975;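 active means B-score over 3 SD under the library average, and starting fluorescence ratio not unusually high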;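 further: choline stimulus applied at its EC90 after an EC20 pre-addition; B-score computed on integrated fluorescence ratio after choline addition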
Numbers without * were called inactive; i = inactive; / = no result given.

molecule	KCNQ2 inh	CHT block
CCCc1c(C(=O)N/N=C/c2cccs2)nnn1-c1nonc1N	i	i
C=CCOc1cccc(/C=N/NC(=O)CC(=O)NC2CCCCC2)c1	i	i
CC(C)N1CCN(Cc2cccc(-n3cccn3)c2)CC1CCO (stereo not given)	i	i
O=[N+]([O-])c1ccc(NC(=S)N2CCc3ccccc3C2)cc1	i	i
CCC(=O)n1nc(-c2ccc(Cl)cc2)nc1SC	i	i
CCC(=O)Nc1c(C)c(CC)nc2ccccc12	i	i
Cc1cc2nc(-c3ccc(SCc4ccc(C#N)cc4)nc3)[nH]c2cc1C	i	i
CCOC(=O)N1CCN(C(=O)/C(=C/c2ccc(Br)cc2)NC(=O)c2ccc(OC)cc2)CC1	i	i
COc1ccc(N(CC(=O)Nc2cc(C(=O)O)ccc2C)S(=O)(=O)c2c(C)noc2C)cc1	i	i
COCCn1c(CCC(=O)O)ccc1-c1cccs1	i	i
Cn1cccc1/C=N/n1c(-c2ccco2)n[nH]c1=S	i	i
COC(=O)Nc1nnc(COc2cccc(C)c2)s1	i	i
O=C(Nc1nnc(-c2ccccc2)o1)c1cc(-c2cccs2)nc2ccccc12	i	i
O=C1C(=O)c2ccccc2C(O)=C1c1ccccc1F	i	i
Cc1ccc2c(c1)NCC(C(=O)NCc1ccccc1)O2 (stereo not given)	i	i
CSc1nc2ccc(NC(=O)NC(=O)c3c(F)cccc3F)cc2s1	i	i
CCn1cc([N+](=O)[O-])c(C(=O)N2CCN(C(=O)c3ccco3)CC2)n1	i	i
CCOC(=O)CNC(=O)CN1CCCN(S(=O)(=O)c2ccc(Br)s2)CC1	/	i
CCC1=NN(C(=O)c2cccnc2)C(O)(C(F)(F)F)C1 (stereo not given)	i	i
COc1ccc([N+](=O)[O-])cc1N(CC(O)CN(CC(C)C)CC(C)C)S(=O)(=O)c1ccccc1 (stereo not given)	i	i
O=c1cc(N2CCCCC2)c(-c2ccccc2)nn1Cc1cccc(Cl)c1	i	i
N#Cc1c(NC(=O)CCC(=O)O)sc2c1CCCC2	i	i
Cc1cc(-c2nc(C)c(C(=O)NNS(=O)(=O)c3ccc(Cl)cc3Cl)s2)no1	i	i
COc1ccc(NC(=O)C2CCC(CNS(=O)(=O)c3csc(C(N)=O)c3)CC2)cc1OC (stereo not given)	i	i
Nc1nc(SCC(=O)Nc2cc(C(F)(F)F)ccc2Cl)[nH]c(=O)c1NC(=O)c1ccco1	i	i
COc1cc(C(=O)Nc2sc(C)c(C)c2C(=O)O)cc(OC)c1OC	i	i
CCOC(=O)c1oc2nc(C(C)C)c3c(c2c1N)CCC3	i	-5.19*
Cc1ccccc1N1C(=O)[C@@H]2Cc3ccccc3CN2C1=O	i	i
Nc1nc(NCc2ccco2)nc(NCCO)c1[N+](=O)[O-]	i	i
Fc1ccc(N2CCN(c3ncnc4c3nnn4Cc3ccccc3Cl)CC2)cc1	i	i
CCOC(=O)c1c(CSC(=N)N)n(-c2ccc(C)cc2)c2cc(Br)c(OC(C)=O)cc12	i	i
COc1cc(C(=O)OCC(=O)Nc2cc(C)on2)cc(OC)c1OC	i	i
CCOCCCN(Cc1ccco1)C(=O)c1cc2c(=O)[nH]c3ccc(C)cc3c2s1	i	i
CCOc1ccc(NC(=O)C(=O)N/N=C/c2ccccc2F)cc1	i	i
CCc1nnc(N/N=C/c2ccc(-c3ccc([N+](=O)[O-])cc3)o2)n1N	i	i
Cn1cc([N+](=O)[O-])c(C(=O)Nc2ccc3nc(-c4ccccc4)[nH]c3c2)n1	i	i
O=C(NNC(=O)C12CC3CC(CC(C3)C1)C2)c1cccc(O)c1	i	i
CCN(CC)c1ccc(S(=O)(=O)N2CCOCC2)cc1NC(=O)CSc1ccccc1	i	i
C(=N\N=C\c1ccccn1)/c1ccccn1	i	i
CCOc1ccc(/C=N/NC(=O)c2nnn(-c3nonc3N)c2CN(C)C2CCCCC2)cc1	i	i
CCN(c1ccccc1)S(=O)(=O)c1ccc(Cl)c(NC(=O)CSc2ncn[nH]2)c1	i	i
Cc1cc(C)nc(NC(=S)Nc2ccc(Br)cc2Cl)c1	i	i
O=C(Nc1nc(-c2ccc(Oc3ccccc3)cc2)cs1)C1=COCCO1	i	i
COC(=O)c1cc2n(n1)CCN(Cc1ccc(OC)cc1)C2=O	i	i
COc1ccc(S(=O)(=O)Nc2c(C)ccc3nsnc23)cc1OC	i	i

An excerpt of these results, as labelled records.
Cc1cc(C)nc(NC(=S)Nc2ccc(Br)cc2Cl)c1
  KCNQ2 inh: i
  CHT block: i
O=C(Nc1nc(-c2ccc(Oc3ccccc3)cc2)cs1)C1=COCCO1
  KCNQ2 inh: i
  CHT block: i
COC(=O)c1cc2n(n1)CCN(Cc1ccc(OC)cc1)C2=O
  KCNQ2 inh: i
  CHT block: i
COc1ccc(S(=O)(=O)Nc2c(C)ccc3nsnc23)cc1OC
  KCNQ2 inh: i
  CHT block: i

(continued)
molecule	KCNQ2 inh	CHT block
COc1ncnc2c1oc1nc(C)c3c(c12)CC(C)(C)OC3	i	i
COc1cccc(/C=c2\sc3nc(-c4cccs4)nn3c2=O)c1OC	i	i
CC1CCCN(c2ccc([N+](=O)[O-])cc2C(=O)c2ccccc2)C1 (stereo not given)	i	i
Cc1ccc(NC(=O)CN2C(=O)CN(C)C2=O)cc1S(=O)(=O)N1CCCCC1	i	i
CCc1ccc2oc(-c3cc(N)ccc3O)nc2c1	i	i
CCCCN1C(=O)c2ccc(C(=O)Nc3ccccc3N3CCOCC3)cc2C1=O	i	i
CC(C)C1Cc2ccccc2-c2[nH]c(=S)[nH]c(=O)c21 (stereo not given)	i	i
CCOC(=O)c1c(C)sc2c1N(C(=O)CN(CC)CC)c1ccccc1S2	i	i
NC(=S)N/N=C/c1ccc(-n2nncc2-c2ccc(Cl)cc2)cc1	i	i
CCOC(=O)c1c(C)n(CC)c2ccc(OC(=O)c3ccc([N+](=O)[O-])cc3)cc12	i	i
COc1ccc(CC2(CO)CCN(Cc3cnn(C)c3)CC2)cc1	i	/
C[C@@H]1C(NC(=O)c2ccccc2)CC2CC1C2(C)C (stereo not given in full)	i	-4.98*
CCCCOc1ccc(CSCCN=C(N)N)cc1	i	/
Fc1cccc(/C=N/Nc2ccccn2)c1	i	i
CCCCC(=O)NC(=S)Nc1cc([N+](=O)[O-])ccc1OC	i	i
Cc1cccc(N2CCN(S(=O)(=O)c3ccc(-c4ccc(=O)[nH]n4)o3)CC2)c1C	i	i
COc1ccc(NS(=O)(=O)c2ccc(NC(=S)NC(=O)CC(C)C)cc2)cc1	i	i
Cc1ccc(Sc2ncccc2C(=O)O)cc1	i	i
Cc1csc(SCC(=O)Nc2nc3ccccc3s2)n1	i	i
C=CCNCCOCCSc1ccc(Cl)cc1	i	i
O=C(Nc1ccccc1Oc1ccccc1)c1cc([N+](=O)[O-])ccc1Cl	i	i
CC(=O)NC(CC(=O)OCC(=O)c1c(N)n(CC(C)C)c(=O)n(C)c1=O)c1ccccc1 (stereo not given)	i	i
O=C(NNC(=O)c1ccc(Cn2cccn2)o1)NC12CC3CC(CC(C3)C1)C2	i	i
O=C(CN1CCCC1)Nc1ccc([N+](=O)[O-])cc1	i	i
COc1ccc(CNC(=O)/C=C/c2ccccc2[N+](=O)[O-])cc1	i	i
COc1ccccc1N(CC(=O)Nc1ccc2c(c1)OCO2)S(=O)(=O)c1ccccc1	i	i
COc1ccccc1CN(C)C(C)C(=O)Nc1cccc(C(C)=O)c1 (stereo not given)	i	i
Cc1ccc(C(C(=O)NCC2CCCO2)N(C(=O)c2snc(C(N)=O)c2N)c2ccccc2)o1 (stereo not given)	i	i
O=C1N2CCSC2=NC1(NS(=O)(=O)c1ccccc1)C(F)(F)F (stereo not given)	i	i
O=C(O)c1ccc(S(=O)(=O)c2ccc3c(c2)C(=O)N(NC(=O)c2cccnc2)C3=O)cc1	i	i
COCCCNC(=O)c1ccc(-n2nc(C(F)(F)F)cc2-c2cccs2)cc1	i	i
CCCCc1nc2cc(C(=O)N3CCNC(=O)C3CC(=O)OC)ccc2o1 (stereo not given)	i	i
C=CCOc1ccc(C(c2c(C)n(C)n(-c3ccccc3)c2=O)c2c(C)n(C)n(-c3ccccc3)c2=O)cc1	i	i
C[C@H](NC(N)=O)C(=O)Nc1ccc2c(c1)OCO2	i	i
CC(CCN1C(N(C)C)=NC[C@@H]1C)c1ccccc1 (stereo not given in full)	/	i
CCn1c(=O)cc(SCC(=O)Nc2ccc(Cl)cc2)c2ccccc21	i	i
Cn1c(-c2ccccc2)c(C=O)c2ccccc21	i	i
Cc1cc(-c2nnnn2-c2cc(Cl)cc(Cl)c2)no1	i	i
Cc1c(C(=O)NNC(=O)Nc2ccc([N+](=O)[O-])cc2)oc2ccccc12	i	i
CC(=O)N1C(=O)N(C)C2C1N(C)C(=O)N2C(C)=O (stereo not given)	i	i
CCCCNC(=O)COc1ccccc1[N+](=O)[O-]	i	i
Cc1cc(C)cc(NC(=O)c2ccc3nc[nH]c3c2)c1	i	i
O=C(NC1CCCCC1)N1CCC(c2nc3ccc(Cl)cc3[nH]2)CC1	i	i
O=C1c2[nH]nc(-c3ccccc3O)c2C(c2ccc(F)cc2)N1Cc1ccco1 (stereo not given)	i	i
CCc1nc2ccccc2c(C(=O)OCC(=O)Nc2ccc(S(=O)(=O)N3CCOCC3)cc2)c1C	i	i
c1ccc2c(CN3CCSCC3)cccc2c1	i	i
C/C(CC(=O)Nc1ccc2c(c1)OCCO2)=N\NC(=O)COc1cccc(C)c1	i	i
O=C(O)CC12CSc3[nH]c(=O)sc3C1c1ccccc1OC2=O (stereo not given)	i	i
COc1ccc(C2CC(=O)C=C(NCC3CCCO3)C2)cc1 (stereo not given)	i	i
CCOc1ccc(S(=O)(=O)NCCC(=O)Nc2cccc(C(=O)OC)c2)cc1	i	i
CC(C)(C)c1cc[n+](CC(=O)Nc2cc(C(F)(F)F)ccc2N2CCOCC2)cc1	i	i
O=C(c1ccc2oc(CCCc3ccccc3)nc2c1)N1CCCCC1CO (stereo not given)	i	i
CCc1nnc(NC(=O)CSc2nnc(CNc3ccc(OC)cc3)n2C)s1	i	i
Cc1ccc(S(=O)(=O)CC2CSc3nc(N)cc(=O)n32)cc1 (stereo not given)	i	i
CCc1cc(=O)[nH]c(SCC(=O)NCc2ccc3c(c2)OCO3)n1	i	i
COC(=O)c1cc2ccsc2n1Cc1ccccc1F	i	i
O=C(C1CCN(CCCc2ccccc2)CC1)N1CCCCC1	i	i
COc1ccc(Cl)cc1-c1n[nH]c(=S)n1C1CCCCC1	i	i
O=C(CCc1nc(-c2ccccc2)no1)NCC1CCCO1 (stereo not given)	i	i
CCOP(=O)(OCC)/C(=N/OC(=O)c1ccccc1C)C(N)=O	i	i

Carrying on:
molecule	KCNQ2 inh	CHT block
COc1cc(NC(=O)c2ccc(Cl)cc2Cl)ccc1-c1cc2ccccc2oc1=O	i	i
C=CCN(CC=C)S(=O)(=O)c1ccc(F)cc1	i	i
O=C(CCN1C(=O)c2ccccc2S1(=O)=O)N1CCN(c2ccccc2F)CC1	i	i
O=C(Nc1ccc2oc(=O)ccc2c1)c1ccc(-c2ccc(Cl)cc2)o1	i	i
CCOc1ccccc1Nc1nc(-c2sc(NC(=O)c3ccco3)nc2C)cs1	i	i
Cc1ccn2cc(CC(=O)O)nc2c1	i	i
Cc1ccc(S(=O)(=O)NCc2c(Cl)cccc2Oc2ccccc2)cc1	i	i
O=C(Nc1ccc(F)cc1)c1oc2ccccc2c1NC(=O)C1CC1	i	i
O=C(Nc1ccc(Cl)cc1F)c1ccc(COc2c(F)c(F)c(F)c(F)c2F)o1	i	i
CCNc1nc(Oc2c(Cl)cccc2Cl)cc(C(F)(F)F)n1	i	i
Cc1oc2ccc(O)cc2c1C(=O)c1ccc(Br)cc1	i	i
O=C(NCc1nc2ccccc2[nH]1)c1cccs1	i	i
O=C(Cc1ccccc1Cl)N/N=C/c1cccnc1	i	i
C=CCOc1cccc(C2C(C(=O)c3ccc(C)o3)=C(O)C(=O)N2CCN(C)C)c1 (stereo not given)	/	i
CC(=O)c1ccc(OC(=O)N(c2ccccc2)c2ccccc2)cc1	i	i
Cc1ccc(S(=O)(=O)N(CC(=O)Nc2cccc(C)c2C)C(=O)N2CCN(C)CC2)cc1	i	/
Cc1ccc(SCc2cc(=O)[nH]c(Nc3nc(C)c4ccc(C)cc4n3)n2)cc1	i	i
CC(OC(=O)CN1C(=O)C2CC=CCC2C1=O)C(=O)Nc1ccc(F)cc1Cl (stereo not given)	i	i
COc1ccccc1-c1c(NC(=O)c2ccco2)n(-c2ccccc2)nc(C)c1=O	i	/
Cc1ccc(-c2noc(CCC(=O)NC3CC3)n2)cc1	i	i
CCCn1c2c(c(O)c(C(=O)Nc3nc4ccccc4s3)c1=O)CCCC2	i	i
CNS(=O)(=O)c1cnccc1N1CCN(C)CC1	i	i
O=C(Cc1ccccc1)NNC1CC(=O)N(c2ccc(Cl)cc2)C1=O (stereo not given)	i	i
O=C1CC(=C(c2ccccc2)c2ccccc2)C(=O)N1CCCN1CCN(c2cccc(Cl)c2)CC1	i	i
O=C(Cc1c(Sc2ccccc2)c2ccccc2n1Cc1ccccc1)NCCO	i	i
